Assay outcomes (PubChem)
POLB inh: inhibitors of human DNA polymerase beta; Pol beta primer extension/strand displacement, fluorescence kinetic; Potency, µM (highest dose often 114 µM), without a hit: at the top dose activity change, negative = inhibition, most hits filed as inhibitors; 1.3% of 340,000 active; AID 485314; note: potency is the fitted concentration of half-maximal effect; % is set by controls: 0 for no effect and ±100 for the full control effect
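Curves were derived by four-parameter Hill fits of normalized qHTS data. The kinetic fluorescent primer-extension read was taken at 0 and 10 min after 50 nM substrate, following a 15 min room-temperature preincubation of 10 nM enzyme with compounds.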
BLM inh: inhibitors of human Bloom syndrome helicase BLM. recombinant BLM DNA unwinding, fluorescence dequenching. Potency, µM (titrated, usually from 56.1 µM), for the others: at the highest dose activity change, negative = inhibition, actives largely listed as inhibitors. 0.2% of 350,000 active;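 note: potency is the fitted concentration of half-maximal effect; plate controls were vehicle for no effect and no enzyme for full effect; nearly all actives have a fitted effect of over 35% in size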
POLI inh: DNA polymerase iota (human) inhibition; Q9UNA4; Pol iota fluorescent replication assay, 10 min; Potency, µM (titrated, usually from 115 µM), inactives show top-dose activity, negative = inhibition, actives largely listed as inhibitors; 1% of 390,000 active; AID 588590; note: potency is the fitted concentration of half-maximal effect
Target sequence (Q9UNA4 whole entry, looked up): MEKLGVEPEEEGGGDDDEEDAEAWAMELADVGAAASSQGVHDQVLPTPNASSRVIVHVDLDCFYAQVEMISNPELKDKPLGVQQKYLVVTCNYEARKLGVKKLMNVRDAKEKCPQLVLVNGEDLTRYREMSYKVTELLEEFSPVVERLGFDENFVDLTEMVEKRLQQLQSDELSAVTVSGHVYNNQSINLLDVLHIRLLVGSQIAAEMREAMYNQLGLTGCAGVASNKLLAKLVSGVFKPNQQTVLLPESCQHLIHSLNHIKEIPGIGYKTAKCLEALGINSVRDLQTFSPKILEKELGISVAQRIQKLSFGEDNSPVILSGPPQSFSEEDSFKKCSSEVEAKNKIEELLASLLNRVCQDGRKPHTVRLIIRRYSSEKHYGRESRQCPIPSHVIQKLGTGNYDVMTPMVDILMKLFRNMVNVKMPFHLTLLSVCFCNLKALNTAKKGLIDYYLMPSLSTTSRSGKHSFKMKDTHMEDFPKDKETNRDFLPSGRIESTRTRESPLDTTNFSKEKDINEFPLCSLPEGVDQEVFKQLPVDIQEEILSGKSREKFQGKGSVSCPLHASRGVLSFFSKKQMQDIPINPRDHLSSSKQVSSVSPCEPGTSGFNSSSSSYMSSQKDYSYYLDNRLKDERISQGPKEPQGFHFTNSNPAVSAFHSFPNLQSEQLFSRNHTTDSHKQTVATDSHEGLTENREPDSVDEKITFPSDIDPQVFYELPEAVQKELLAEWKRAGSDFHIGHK
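Fluorescent replication assay read twice, at 0 min and 10 min after adding 50 nM (final) substrate. Enzyme (10 nM) and compounds were first incubated 15 min at room temperature; enzyme-free buffer wells were negative controls.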
Anesthetic bind: binds horse apoferritin like a general anesthetic | Potency, µM (highest dose often 77.5 µM), without a hit: at the top dose activity change, negative = displacement, most hits filed as inhibitors | P02791 | apoferritin/1-aminoanthracene competitive binding, fluorescence | 0.074% of 350,000 active; note: potency is the fitted concentration of half-maximal effect; % is set by controls: 0 for no effect and ±100 for the full control effect; nearly all actives have a fitted effect of over 20% in size
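10 uM apoferritin + 50% sat. 1-AMA, PBS; cpd 10 min RT; Ex380/Em535 endpoint; normalized to free probe vs complex; 4-param Hill fit; propofol titration as pos. ctrl.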
APE1 inh: inhibitors of human APE1 endonuclease. 0.35% of 350,000 active. recombinant APE1, TAMRA/BHQ-2 abasic DNA cleavage fluorescence. Potency, µM (series often up to 65.8 µM), for inactives: at the highest dose activity change, negative = inhibition, most hits filed as inhibitors;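 note: potency is the fitted concentration of half-maximal effect; plate controls were vehicle for no effect and reference inhibitor for full effect; nearly all actives have a fitted effect of over 55% in size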
Target sequence (P27695 whole entry, looked up): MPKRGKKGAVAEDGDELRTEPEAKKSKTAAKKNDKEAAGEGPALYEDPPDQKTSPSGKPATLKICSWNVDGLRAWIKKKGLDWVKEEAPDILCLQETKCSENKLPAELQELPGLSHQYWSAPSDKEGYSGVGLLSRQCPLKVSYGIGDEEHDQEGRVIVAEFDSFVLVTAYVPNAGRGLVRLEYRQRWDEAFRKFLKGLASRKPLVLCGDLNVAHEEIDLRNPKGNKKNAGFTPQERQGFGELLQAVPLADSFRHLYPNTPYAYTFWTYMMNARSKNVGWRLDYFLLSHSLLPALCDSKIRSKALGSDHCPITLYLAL
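Measures dequenching upon AP-site incision of a 5'-TAMRA/3'-BHQ-2 THF-containing duplex, 50 nM; human APE1 0.75 nM after 15 min room-temperature exposure to compound; kinetic three-point read at one-minute spacing.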
Pol eta inh: DNA polymerase eta (human) inhibition; Potency, µM (top dose mostly 114 µM), without a hit: at the top dose activity change, negative = inhibition, actives largely listed as inhibitors; recombinant Pol eta, fluorescent DNA replication assay; Q9Y253; 1.2% of 390,000 active; note: potency is the fitted concentration of half-maximal effect; % is set by controls: 0 for no effect and ±100 for the full control effect
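Pol eta (10 nM) was preincubated with compounds for 15 min at room temperature, after which fluorescent replication substrate (50 nM final) was added to start the reaction. Fluorescence was read kinetically at 0 and 10 min.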
POLK inh: blocks human DNA polymerase kappa activity. purified Pol kappa, fluorescent DNA synthesis assay, 10 min. Q9UBT6. Potency, µM (highest dose often 107 µM), inactives show at the top dose activity, negative = inhibition, actives largely listed as inhibitors. 0.53% of 400,000 active; note: potency is the fitted concentration of half-maximal effect; % is set by controls: 0 for no effect and ±100 for the full control effect
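10 nM Pol kappa preincubated 15 min at room temperature with compounds, then reaction started with substrate at 50 nM final. Fluorescence read kinetically at 0 and 10 min; buffer-only wells served as negative control.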
GRP78 ERSR act: induces the endoplasmic reticulum stress response in human glioma cells | 0.02% of 420,000 active | Potency, µM, for inactives: at the highest dose activation, most hits filed as activators | U87-MG GRP78 promoter luciferase reporter, 16 h | AID 602332; note: potency is the fitted concentration of half-maximal effect; series mostly up to about 76 µM; % of control where 0% means no effect; nearly all actives have a fitted effect of over 35% in size
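ERSR induction read as luciferase luminescence (Bright-Glo, 10 min at room temperature) in stably transfected human U87-MG glioma cells exposed to compounds for 16 h, using GRP78 as sensor.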
LDHA block: LDHA (human) enzyme inhibition | 0.15% of 480,000 active | activity change, % (values are at about 110 or 230 µM) | P00338 | purified LDHA, NADH/diaphorase-resazurin fluorescence; hits give low values; in the data active = activity change below about -30%; inconclusive = mostly about -25% to -30%;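 note: plate controls were DMSO wells for no effect and wells without enzyme for full effect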
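Resorufin fluorescence (ex540/em590), read at 0 and 20 min after diaphorase/resazurin addition, reports the NADH left after a 5 min room-temperature reaction of 2 nM human LDH5 with 0.06 mM NADH and 0.2 mM pyruvate.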
An asterisk follows results filed as active; ? = inconclusive; / = no result given; [ ] = dose if it differs, or a comment. Unless noted, calls come from the whole dose curve; as a rule, active = well fitted curve in the direction sought with a large enough effect; inconclusive = small, poorly fitted or top-dose-only effect, or another doubt; inactive = no such curve, though single readings can be large; an effect the other way counts as inactive or inconclusive.

SMILES	POLB inh	BLM inh	POLI inh	Anesthetic bind	APE1 inh	Pol eta inh	POLK inh	GRP78 ERSR act	LDHA block
O=S(=O)(NC(=NCc1ccccc1)c1ccccc1F)c1ccccc1	6%	-6%	16%	?	-12%	-14%	2%	-2%	-1
CCC(C)(C)NC(=O)C(c1ccccc1)N(Cc1cccs1)C(=O)Cn1nnc2ccccc21 (configuration not stated)	/	/	-4%	/	/	-8%	10%	-5%	-1
Cc1cccc(-n2c(-c3ccc(Br)o3)n[nH]c2=S)c1	/	/	-1%	/	/	26%	8%	0%	1
O=C(C1=COCCO1)N1CCN(S(=O)(=O)c2cccc(Cl)c2Cl)CC1	43%	-4%	7%	-13%	-5%	-11%	-18%	-2%	-9
COc1ccc2nc(NC(=O)c3nc(SCc4ccccc4F)ncc3Cl)sc2c1	1%	1%	8%	-3%	/	-15%	?	-2%	0
Cc1c(C)n(Cc2ccccc2)c2ncnc(N)c12	33%	-3%	-7%	-12%	-1%	-10%	-2%	0%	4
Cc1ccc(NS(=O)(=O)c2cc(C(=O)NCc3cccnc3)ccc2C)cc1	-1%	1%	-11%	-12%	1%	-15%	-11%	-6%	-2
CCOC(=O)C1=C(c2ccccc2)NC(=O)NC1c1cccc(OC)c1OC (configuration not stated)	/	/	94%[activator]	/	/	-2%	-16%	3%	-8
O=C(Nc1ccc(Cl)c(-c2nc3cc(Cl)ccc3o2)c1)c1cc2ccccc2o1	2%	-22%	5%	2%	/	/	4%	/	-4
CN(C)c1ccc(C(=O)OCc2ccccc2)cc1	-1%	-7%	?	-18%	0%	-17%	-9%	4%	-10
Cc1ccc(NC(=O)CSc2nnc(-c3cnccn3)n2-c2ccccc2)cc1	20%	1%	1%	-6%	4%	-9%	-12%	-1%	-6
CCc1nc(-c2ccc(C)nc2OC)no1	-8%	0%	-10%	3%	-4%	-16%	-5%	0%	-18
O=C(CCCN1C(=O)/C(=C/c2cccs2)SC1=S)NNC(=O)c1ccncc1	25µM*	-12%	?	-4%	1%	?	-6%	-4%	-1
CC[C@@H]1CC=C[C@H]2[C@H]1C(=O)N(Cc1ccccc1)[C@H]2c1ccc2ccccc2c1	?	-7%	/	44%[activator]	-4%	/	/	/	/
CS(=O)(=O)N1CCN(Cc2ccc(C(F)(F)F)cc2)CC1	-1%	0%	10%	0%	-4%	-11%	-14%	-8%	-22
O=C1CC(C(=O)NCc2ccccc2)N=C(N2CCCCC2)N1 (configuration not stated)	23%	-2%	14%	-1%	-6%	-4%	0%	1%	-1
CCOc1ccc(C(C)=O)cc1CSc1nnc(-c2cccs2)n1CC1CCCO1 (configuration not stated)	7%	4%	11%	-16%	2%	-12%	-1%	-3%	0
Cc1oc2ccc(O)c(CN3CCOCC3)c2c1C(=O)Nc1ccc(C(C)C)cc1	1%	-6%	69%[activator]	-12%	/	-22%	7%	2%	2
C=CCSc1nc(C)c(CC(=O)OCCCC)c(=O)[nH]1	32%	2%	7%	-13%	2%	-15%	-8%	-1%	-4
O=C(Nc1nc2ccc(Cl)cc2s1)C1CC1	/	/	-16%	/	/	-1%	-7%	5%	-11
O=C(Cc1cccs1)NCc1ccc(F)cc1	7%	-3%	12%	7%	2%	-6%	-3%	6%	-4
CCCCn1c(-c2ccco2)n[nH]c1=S	22%	-13%	4%	-6%	17%	-10%	-9%	-1%	-3
NC1=NC(c2cn[nH]c2-c2ccc(F)cc2)n2c(nc3ccccc32)N1 (configuration not stated)	-1%	-12%	/	-2%	13%	/	/	/	/
Cc1c(NC(=O)c2ccc(NS(=O)(=O)c3cccc([N+](=O)[O-])c3)cc2)c(=O)n(-c2ccccc2)n1C	/	/	22%	/	/	-23%	-8%	-1%	-2
CCc1c(OC(C)=O)c2ccccc2n(C)c1=O	-2%	4%	11%	-4%	-7%	-1%	-4%	-5%	-6
O=[N+]([O-])c1cccc(C=NNC(=S)NC23CC4CC(CC(C4)C2)C3)c1	/	/	-6%	/	/	-18%	-2%	1%	-5
CN(C(=O)COC(=O)CCC1CCCCC1)c1c(N)n(Cc2ccccc2)c(=O)[nH]c1=O	/	/	2%	/	-1%	-2%	-4%	-5%	-2
CC1CCN(CCn2c(=S)[nH]c3cc4c(cc3c2=O)OCO4)CC1	8%	-12%	102%[activator]	-2%	0%	-18%	-6%	2%	-3
O=C(COC(=O)c1cncc(Br)c1)NCC1CCCO1 (configuration not stated)	2%	-1%	1%	-8%	-11%	-8%	-12%	2%	2
Cc1cc(F)ccc1NC(=O)c1cnccn1	14%	-14%	90%[activator]	1%	5%	-9%	-17%	7%	-4
COc1ccccc1CNS(=O)(=O)c1ccc2c(c1)NC(=O)C(C)C(=O)N2 (configuration not stated)	29%	-3%	5%	-10%	/	?	3%	-1%	-10
COc1ccc(-c2[nH]ncc2CN2CCC(C(=O)N3CCOCC3)CC2)c(F)c1	5%	-5%	133%[activator]	-4%	32%[activator]	6%	-16%	-3%	-1
CCOc1ccc(C(=O)Nc2ccccc2N2CCCC2)cc1	13%	-4%	1%	-16%	-1%	5%	-25%	2%	-1
COc1ccc(CN2C(=O)c3ccccc3C2=O)cc1	-10%	-4%	-16%	?	15%	3%	-9%	-1%	-1
CCNc1ncc2nc(C)c(=O)n(CCc3ccccc3)c2n1	/	6%	/	/	20%	/	-1%[60.1 µM]	-2%	/
COc1cccc(C(=O)NCC2CCN(c3ccc(S(=O)(=O)N4CCOCC4)cc3)CC2)c1	40µM*	-7%	20%	3%	-7%	-13%	0%	-5%	-1
O=S(=O)(c1ccc(N2CCN(c3ccc(F)cc3)CC2)cc1)N1CCCC1	16%	0%	-4%	-7%	-10%	-17%	-6%	-6%	-6
CCc1nccn1CCC(=O)N1CCCC(N2CCN(c3cccc(Cl)c3)CC2)C1 (configuration not stated)	-1%	3%	40%[activator]	-6%	?	-19%	-19%	7%	-4
CCOC(=O)N1CCN(S(=O)(=O)c2ccc(C(=O)N(CCN(CC)CC)c3nc4ccc(C)cc4s3)cc2)CC1	4%	-4%	41%[activator]	-13%	-11%	-19%	-16%	-2%	-3
Cc1ccc(-n2nnc(-c3nsc(NC(=O)c4ccccc4C)n3)c2C)cc1Cl	?	-1%	-5%	?	/	-13%	-1%	4%	-6
Cn1nc(-c2ccccc2)cc1NC(=O)CCCC(=O)O	-25%	1%	-27%[58.9 µM]	-2%	?	-16%	2%	1%	1
CCOc1ccc(-c2nnc(SCC(=O)Nc3ccccc3C(F)(F)F)o2)cc1	6%	-6%	2%	0%	/	2%	-6%	1%	-1
CCn1c(SCC(=O)Nc2ccccc2)nnc1-c1ccc(S(=O)(=O)N2CCOCC2)cc1	29%	-2%	?	-15%	-9%	-8%	-11%	-6%	-5
CCc1ccc(OCC(=O)Nc2cccc3c2CCCC3)cc1	10%	-2%	-6%	-5%	-5%	-16%	8%	7%	0
O=c1[nH]c(CN2CCN(S(=O)(=O)c3ccc4c(c3)OCCO4)CC2)nc2sc3c(c12)CCCC3	10%[57.1 µM]	5%	4%	-15%	4%	?	-9%	-6%	-3
Cc1nnc(N2C(=O)c3oc4ccccc4c(=O)c3C2c2ccc(Cl)cc2)s1 (configuration not stated)	-24%	4%	-19%	-4%	/	3%	-7%[60.1 µM]	-3%	-4
O=C(NCCc1c[nH]c2ccccc12)c1cnc2n(c1=O)CCS2	5%	3%	18%	-5%	-4%	-1%	15%	-4%	-1
Cc1cc(C(=O)OCCN2C(=O)c3ccccc3C2=O)c2ccccc2n1	16%	3%	-11%	?	-2%	-16%	-4%	-2%	-4

An excerpt from above in order of count of non-hydrogen atoms, ascending.
SMILES	POLB inh	BLM inh	POLI inh	Anesthetic bind	APE1 inh	Pol eta inh	POLK inh	GRP78 ERSR act	LDHA block
Cn1nc(-c2ccccc2)cc1NC(=O)CCCC(=O)O	-25%	1%	-27%[58.9 µM]	-2%	?	-16%	2%	1%	1
O=C(NCCc1c[nH]c2ccccc12)c1cnc2n(c1=O)CCS2	5%	3%	18%	-5%	-4%	-1%	15%	-4%	-1
Cc1nnc(N2C(=O)c3oc4ccccc4c(=O)c3C2c2ccc(Cl)cc2)s1 (configuration not stated)	-24%	4%	-19%	-4%	/	3%	-7%[60.1 µM]	-3%	-4

(further entries)
SMILES	POLB inh	BLM inh	POLI inh	Anesthetic bind	APE1 inh	Pol eta inh	POLK inh	GRP78 ERSR act	LDHA block
Cc1cccc(N(CC(=O)NC2CCCCC2)C(=O)c2csnn2)c1	52%	-3%	97%[activator]	-14%	0%	-17%	-3%	1%	-4
Cc1cc(C(=O)N2CCN(c3ccccn3)CC2)no1	-7%	0%	4%	1%	0%	-2%	-3%	-2%	-2
CC1(C)CC(=O)C(C=NCCN2CCN(C(=O)c3ccccc3)CC2)=C(O)C1	7%	-1%	-7%	-9%	-3%	5%	-5%	-3%	-3
Cc1ccc(OCCn2c(-c3ccc(Br)cc3)nc3ccccc3c2=O)cc1C	-16%	-3%	?	-6%	/	-3%	-21%	-1%	-10
O=C(O)c1ccc2c(=O)n3c(nc2c1)/C(=C/c1ccc(Cl)c([N+](=O)[O-])c1)CC3	-28%	0%	123%[activator]	2%	9%[12.4 µM]	?	-17%	-5%	-1
COc1ccc(C(=O)Nc2cccc(C(=O)Nc3cc(C)ccn3)c2)cc1	/	/	-18%	/	/	-14%	5%	3%	-4
COc1cccc(/C=C/C(=O)OCC(=O)c2c[nH]c3ccccc23)c1	/	/	81%[activator]	/	9%	-13%	6%	-1%	-1
O=C(O)c1ccc(N/N=C/c2ccc(-c3cc(Cl)ccc3Cl)o2)cc1	?	-15%	?	12%	?	79µM*	-13%	-3%	-4
Cc1cccc(NS(=O)(=O)c2ccc3c(c2)CCCN3C(=O)C2CCC2)c1C	-1%	0%	-18%	-4%	/	-5%	-3%[60.1 µM]	-3%	-4
Cc1ccc(S(=O)(=O)N2CCC(C(=O)NCCC3=CCCCC3)CC2)cc1C	/	/	12%	/	-7%	-21%	-3%	2%	-5
CCOC(=O)c1ccc(NC(=O)CSC(=S)N2CCOCC2)cc1	20%	-2%	14%	-8%	10%	-5%	7%	-4%	-1
CCS(=O)(=O)N1CCc2cc(C(=O)NCc3ccc(Cl)cc3)ccc21	-1%	-4%	36%[activator]	-12%	/	0%	-1%	-3%	1

These rows are one share of the data, so the mix of outcomes need not match the whole.
